Jurkat NFkB inh: lowers PMA/ionomycin-induced NF-kB signal in Jurkat cells; PMA/ionomycin-induced NF-kB luciferase reporter, luminescence; inhibition, % at 4 µM; hit rate 0.53% among 330,000; AID 435003; in the data active = inhibition above about 50%
697 NFkB inh: lowers PMA/ionomycin-induced NF-kB signal in 697 B cells; 697 B-cell NF-kB luciferase reporter, 16 h; hit rate 0.33% among 330,000; AID 435022; inhibition, % at 4 µM; in the data active = inhibition above about 35%
CCR6 antagonist: CCR6 (human) receptor antagonism. AID 493098. P51684. hit rate 0.49% among 340,000. inhibition, % at 20 µM. CHO-K1 CCR6 PathHunter beta-arrestin, luminescence, CCL20-stimulated;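 active = compounds whose inhibition of the agonist-driven luminescence signal at 20 µM reaches about 50%, limit read from the data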;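 also: cells stimulated with CCL20 at 14 nM final; plate controls were DMSO with CCL20 for no effect and DMSO without agonist for full effect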
Target sequence (P51684 whole entry, looked up): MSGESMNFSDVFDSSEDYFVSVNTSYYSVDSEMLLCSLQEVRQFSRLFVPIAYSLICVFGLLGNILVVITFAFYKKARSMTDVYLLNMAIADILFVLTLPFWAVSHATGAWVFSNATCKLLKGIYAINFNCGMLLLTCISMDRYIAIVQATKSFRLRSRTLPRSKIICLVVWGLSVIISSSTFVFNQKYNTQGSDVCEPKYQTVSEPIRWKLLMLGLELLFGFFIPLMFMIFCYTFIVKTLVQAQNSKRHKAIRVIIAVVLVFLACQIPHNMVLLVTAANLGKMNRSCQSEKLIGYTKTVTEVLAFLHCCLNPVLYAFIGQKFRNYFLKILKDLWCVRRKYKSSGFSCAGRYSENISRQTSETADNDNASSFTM
UBC13 polyUb: inhibitors of human UBC13 polyubiquitin chain formation; P61088; TR-FRET; inhibition, % at 20 µM; hit rate 0.47% among 330,000; AID 485273; in the data active = inhibition above about 45%, passing the limit was not always enough
CXCR6 block: CXCR6 (human) receptor inhibition; O00574; inhibition, % at 20 µM; CHO-K1 PathHunter CXCR6 beta-arrestin, luminescence; hit rate 0.36% among 360,000; AID 602244; in the data active = inhibition above about 34%, passing the limit was not always enough;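 also: antagonist mode with CXCL16 agonist at 10 nM final; 0% = 10 nM CXCL16 with DMSO and 100% = unstimulated wells without agonist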
Target sequence (O00574 whole entry, looked up): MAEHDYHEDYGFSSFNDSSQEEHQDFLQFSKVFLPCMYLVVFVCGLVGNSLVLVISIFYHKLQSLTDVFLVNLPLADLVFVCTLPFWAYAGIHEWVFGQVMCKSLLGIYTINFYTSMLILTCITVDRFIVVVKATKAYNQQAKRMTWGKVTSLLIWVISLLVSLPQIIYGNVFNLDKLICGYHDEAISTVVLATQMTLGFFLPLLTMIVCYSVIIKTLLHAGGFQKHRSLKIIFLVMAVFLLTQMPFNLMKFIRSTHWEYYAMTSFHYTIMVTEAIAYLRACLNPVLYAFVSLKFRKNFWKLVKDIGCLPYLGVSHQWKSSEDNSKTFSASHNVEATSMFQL
Gli-Sufu antag: antagonists of Gli-Sufu signaling. inhibition, % at 5 µM. hit rate 0.74% among 340,000. Sufu-KO-LIGHT fibroblasts, Gli luciferase reporter luminescence. AID 588413;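 active = inhibition above about 55%, limit read from the data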;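 also: 0% = DMSO-treated cells and 100% = wells with medium but no cells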
EBI2 antag: blocks human EBI2 receptor beta-arrestin signaling | hit rate 0.81% among 360,000 | AID 651636 | P32249 | inhibition, % at 5 µM | EBI2 beta-arrestin recruitment, luminescence, 7a,25-OHC stimulated; in the data active = inhibition above about 38%;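 also: enzyme fragment complementation signal reports receptor beta-arrestin coupling in cells; 0% = agonist plus DMSO wells and 100% = wells without agonist; some results beyond the cut were filed as inactive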
APJ antagonist: APJ receptor antagonism. CHO-K1 APJ beta-arrestin complementation, luminescence. inhibition, % at 20 µM. hit rate 0.32% among 330,000. AID 2521;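 active = inhibition above about 40% at 20 µM, limit read from the data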;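 also: cells challenged with 10 nM apelin-13 agonist together with compound; plate controls were apelin-13 plus DMSO wells for no effect and DMSO wells lacking apelin-13 for full effect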
Target sequence (P35414 whole entry, looked up): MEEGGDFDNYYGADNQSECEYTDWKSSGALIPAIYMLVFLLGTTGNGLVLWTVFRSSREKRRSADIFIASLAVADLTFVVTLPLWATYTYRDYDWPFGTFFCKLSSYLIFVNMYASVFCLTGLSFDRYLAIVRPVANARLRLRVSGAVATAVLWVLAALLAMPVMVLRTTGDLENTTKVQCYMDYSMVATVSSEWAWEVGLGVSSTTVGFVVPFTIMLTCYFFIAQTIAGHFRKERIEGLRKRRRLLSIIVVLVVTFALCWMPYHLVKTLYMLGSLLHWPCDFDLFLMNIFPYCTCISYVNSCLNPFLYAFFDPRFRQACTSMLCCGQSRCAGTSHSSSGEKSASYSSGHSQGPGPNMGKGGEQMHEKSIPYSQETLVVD
* = called active by the depositor; i = inactive; nt = not tested or not shown; & = joins results of further samples.

SMILES	Jurkat NFkB inh	697 NFkB inh	CCR6 antagonist	UBC13 polyUb	CXCR6 block	Gli-Sufu antag	EBI2 antag	APJ antagonist
CCNC(=O)COc1ccc(-c2ccccc2)cc1	-62	-14	12	-10	-3	-43	3	-14
Cc1ccc(NC(=O)COc2ccc(-n3ccnc3)cc2)cc1Cl	2	9	1	28	-3	-23	-3	-17
O=C1CC[C@H](N2C(=O)c3ccccc3C2=O)C(=O)N1	7	26	12	-3	-5	2	3	-7
COc1ccc(OC)c(N2C(N)=NC(N)=NC23CCCC3)c1	-3	-17	5	2	8	6	6	11
O=[N+]([O-])c1cc(Br)c(O)c(/C=N/Nc2nc3ccccc3s2)c1	nt	nt	54*	nt	21	20	9	nt
CCCCn1c(N)c(N(CC(C)C)C(=O)CCCc2cccs2)c(=O)[nH]c1=O	12	15	10	2	3	-2	5	9
CC(C)OC(=O)c1c(NC(=O)c2ccco2)sc2c1CCCCC2	-18	1	10	12	-4	-10	-7	-4
CCOC(=O)c1ccc(COc2nc3ccccc3nc2-c2ccccc2NC(C)=O)o1	-10	-12	18	-15	5	22	-3	6
O=C(Cn1[nH]c(=O)c2ccccc2c1=O)OCC(=O)c1ccc(F)cc1	-2	11	-9	2	4	19	-6	20
C=CCn1cc(CN2CCC(C(=O)Nc3ccc(Oc4cccnc4)cc3)CC2)c(C)n1	4	9	1	5	1	22	2	-4
COC(=O)c1ccc(-c2sc3nc(N4CCOCC4)c4c(c3c2N)CC(C)(C)OC4)o1	3	6	15	1	-11	7	13	6
Cc1ccc(SCC(=O)Nc2ccccc2C(=O)O)cc1	-16	-29	-9	-1	4	-34	-9	-2
CC(=O)c1ccc(OC(=O)CCNC(=O)c2ccccc2)cc1	-3	18	4	8	2	-3	2	9
CN(C(=O)c1ccccc1Cl)c1ccccc1C(=O)NCCc1ccccc1	-7	7	19	-2	-8	3	14	24
O=C(NNC(=O)c1n[nH]c2ccccc12)c1ccccc1	11	2	2	2	4	-14	-3	10

Profiles as entered above. Order of values: Jurkat NFkB inh	697 NFkB inh	CCR6 antagonist	UBC13 polyUb	CXCR6 block	Gli-Sufu antag	EBI2 antag	APJ antagonist
`O=C1CC[C@H](N2C(=O)c3ccccc3C2=O)C(=O)N1` across the screens: 7	26	12	-3	-5	2	3	-7
`COc1ccc(OC)c(N2C(N)=NC(N)=NC23CCCC3)c1` across the screens: -3	-17	5	2	8	6	6	11

Following part.
SMILES	Jurkat NFkB inh	697 NFkB inh	CCR6 antagonist	UBC13 polyUb	CXCR6 block	Gli-Sufu antag	EBI2 antag	APJ antagonist
CCc1ccc(C(=O)CN2C(=O)NC(C)(CCc3ccccc3)C2=O)cc1 (stereo unspecified)	6	-15	21	5	-7	-14	-2	14
Cc1cc(C)n(-c2nc(NCCCO)c3c4c(sc3n2)CCCC4)n1	-34	-61	6	-7	-1	-10	-6	3
COc1ccc(Br)cc1CNC(=O)c1ccc2c(c1)N(C)CCS2	12	16	12	8	-10	4	8	-9
CCOC(=O)c1[nH]c2ccc(OC)cc2c1NC(=O)c1nonc1C	0	-4	31	2	-3	6	-2	14
CCOC(=O)c1[nH]c2c(c1C)C(=O)CC(c1ccc(N(C)C)cc1)C2 (stereo unspecified)	-2	2	4	-6	-10	-21	10	-8
O=C(COC(=O)c1ccccn1)Nc1cccc(Cl)c1Cl	5	5	6	-3	-3	-2	2	3
Cc1cc(NC(=O)CSc2nc3ccc(Cl)cc3[nH]2)no1	-27	-11	-8	-4	-3	34	0	9
CCOC(=O)N1CCN(C(=O)c2ccc(Cn3c(=S)[nH]c4cc(C(=O)OC)ccc4c3=O)cc2)CC1	15	7	-14	1	12	1	-17	16
Cn1c(=O)c2c(nc(CN3CCCCC3)n2Cc2c(F)cccc2Cl)n(C)c1=O	-39	-60	20	-5	-3	1	0	3
COc1ccc(C2CC(=O)Nc3n[nH]c(-c4ccccc4)c32)cc1OC (stereo unspecified)	-11	5	11	2	22	35	2	4
CCOc1cccc2cc(C(=O)NCCC3=CCCCC3)c(=O)oc12	5	21	16	7	-1	-2	-4	-4
O=C(NNc1nc2c(F)cccc2s1)c1ccccc1	10	15	6	7	-1	-11	-15	-21
O=S(=O)(/C=C/c1cccc(Br)c1)N1CCOCC1	3	6	-2	6	1	-4	-18	-3
CCOC(=O)c1cccc(S(=O)(=O)N2CCCC2)c1	-4	3	-9	0	10	-4	-4	3
O=C(COc1ccccc1Cl)Nn1cnnc1	1	16	-6	4	-14	3	-14	8

4 entries already listed, sorted by molar mass, highest first.
SMILES	Jurkat NFkB inh	697 NFkB inh	CCR6 antagonist	UBC13 polyUb	CXCR6 block	Gli-Sufu antag	EBI2 antag	APJ antagonist
CCOC(=O)c1ccc(COc2nc3ccccc3nc2-c2ccccc2NC(C)=O)o1	-10	-12	18	-15	5	22	-3	6
COc1ccc(Br)cc1CNC(=O)c1ccc2c(c1)N(C)CCS2	12	16	12	8	-10	4	8	-9
CCOC(=O)c1[nH]c2ccc(OC)cc2c1NC(=O)c1nonc1C	0	-4	31	2	-3	6	-2	14
Cc1cc(NC(=O)CSc2nc3ccc(Cl)cc3[nH]2)no1	-27	-11	-8	-4	-3	34	0	9

Additional results
SMILES	Jurkat NFkB inh	697 NFkB inh	CCR6 antagonist	UBC13 polyUb	CXCR6 block	Gli-Sufu antag	EBI2 antag	APJ antagonist
COc1ccc(-n2ncc3c(NCC4CCCO4)ncnc32)cc1 (stereo unspecified)	-99	-95	16	17	-5	-77	-16	-4
S=C(NCCc1ccccc1)NN=C1CCCCCC1	-53	-43	9	32	4	-13	-4	15
C=CCC(C=C)S(=O)(=O)c1ccc(C)cc1 (stereo unspecified)	-1	7	-1	0	9	-1	-13	9
Cc1ccc(S(=O)(=O)N2CCCC(CCC(=O)NCc3ccccc3F)C2)s1 (stereo unspecified)	-1	10	16	-7	10	2	4	16
CCOC(=O)/C(=C\c1ccc([N+](=O)[O-])o1)NC(=O)c1ccccc1	-2	27	11	-12	-6	-4	0	-14
COc1ccc(OC)c(NC(=O)c2cccnc2Sc2cc(C)ccc2C)c1	-19	-72	15	-18	-10	9	7	-21
O=C(CSc1ccc2nnc(CCNC(=O)c3ccccc3)n2n1)NC1CCCC1	15	-25	1	-5	3	4	0	6
Nn1c(SCC(=O)N2CCOCC2)nnc1C1CC1	7	30	-4	-3	-1	0	-7	8
CN1CCN(NC(=O)/C=C/c2cccc([N+](=O)[O-])c2)CC1	-19	-17	-4	5	-4	-24	1	-11
COc1ccc(OCC(O)COc2ccc(OC)cc2)cc1	2	4	-8	0	-13	-1	72*	5
CN1CCN(C(=O)C23CC4CC(CC(C4)C2)C3)CC1	4	12	-12	2	nt	0	nt	10
COc1ccc(CN=CC2=C(O)CNC2=O)cc1OC	-12	0	-4	-3	-8	1	0	-24
Cc1cc2nc(N=C(N)N)nc(C)c2cc1C	nt	nt	4	nt	-3	37	-7	nt
COC(=O)c1cccc(NC(=O)CSc2ncn[nH]2)c1	-6	-1	3	-5	-6	-9	-5	13
Cc1csc(=O)n1CC(=O)OCC(=O)c1c(N)n(CC(C)C)c(=O)n(C)c1=O	15	-2	-1	-4	-2	16	-12	1
Cc1ccc(C(=O)N/C(=C/c2ccco2)C(=O)NCCc2c[nH]c3ccccc23)cc1C	-7	0	11	0	0	-16	23	6
Cc1ccc(N=C2NC(=O)CS2)cc1	5	16	7	3	-7	-1	-9	5
COc1ccc(N(C(=O)c2snc(C(N)=O)c2N)C(C(=O)NCc2ccccc2)c2ccc(O)cc2)cc1OC (stereo unspecified)	-6	19	10	32	8	-1	1	7
CCCCCCCCNS(=O)(=O)CCNC1CCCCC1	nt	nt	17	nt	5	9	1	nt
COC(=O)Nc1ccc2c(c1)ncn2C1CCCCC1	-6	-7	7	6	0	-23	1	12
COc1ccc(C2C3=C(N=C4SCC(=O)N42)c2ccccc2CC3)cc1OC (stereo unspecified)	-5	10	-3	-6	-2	7	6	-22
CCOc1cc(/C=N/O)ccc1OCC(=O)Nc1cccc(C)c1	1	-22	-2	-3	-4	2	2	-17
COc1ccc(C(=O)N/C(=C\c2cn(C)c3ccccc23)C(=O)NCCN2CCOCC2)cc1OC	8	-24	-5	-19	3	40	7	12
OC(CNCC(c1ccco1)N1CCCCC1)c1ccccc1 (stereo unspecified)	-5	5	6	6	-8	6	2	11
COc1ccccc1NC(=S)NCc1ccccn1	11	2	10	-2	17	-9	3	2
CCOC(=O)c1c(NC(=O)c2ccc(C)cc2)sc2c1CC(C)(C)NC2(C)C	17	-5	nt	49*	nt	nt	nt	-4
Cc1ccc(S(=O)(=O)NCc2cccnc2)cc1C	-4	6	3	-3	-3	-4	-16	-5
O=C(c1ccc2c(c1)OCCO2)C1CCN(C(=O)c2ccc(F)c(F)c2)CC1	17	2	18	-3	-1	5	32	-10
CCN(CC)CC(=O)Nc1sc(C)cc1C(=O)c1ccccc1	-2	4	29	6	12	25	-20	32
COc1ccc(CC(=O)NCc2cn3ccsc3n2)cc1	-5	15	7	7	-1	-12	-11	13
CN(Cc1c(C(=O)N/N=C/c2ccccc2)nnn1-c1nonc1N)C1CCCCC1	10	-7	8	-1	5	1	12	-16
COc1cc(/C=C(/C#N)c2nc3ccccc3[nH]2)ccc1OCC(=O)Nc1ccccc1C	53*	13	-1	-21	2	-4	5	-3
Cc1cc(C)c(OCC(=O)OCC(=O)N2CCc3ccccc3C2)c(C)c1	-1	13	7	-2	-2	-9	5	18
COc1cc(F)cc(C2=CC(=O)C[C@H](c3ccc(F)cc3)C2)c1	-8	-3	19	-6	-1	-9	52*	14
C/C(=N\NC(=O)C1COc2ccccc2O1)c1ccc(C)o1 (stereo unspecified)	-5	6	19	3	15	5	1	-1
O=C(NCc1cccs1)c1cccnc1SCCS(=O)(=O)c1ccc(C(F)(F)F)cn1	12	-8	10	-9	-1	3	-7	-32
Cc1nnc(SCC(=O)N2CCN(Cc3ccccc3)CC2)s1	21	1	-10	16	-7	1	-5	22
O=C(O)CC1S/C(=N/N=C/C=C/c2ccccc2)NC1=O (stereo unspecified)	-7&9	-2&3	-1&15	-15&-18	6&-1	-5&1	-6&-19	8&10
Cc1nnc(NC(=O)CC(CN(C)S(=O)(=O)c2ccccc2)c2ccccc2)s1 (stereo unspecified)	-3	6	12	10	6	14	1	0
O=C(NC1=NCCS1)c1ccccc1OCc1ccccc1Cl	-2	2	5	-3	-2	-7	7	-20
CCOC(=O)c1c(NC(=O)COC(=O)CCOc2ccccc2C)sc(C(=O)NC)c1C	8	5	17	2	8	-8	13	-50
O=C(CN1CCOCC1)Nc1ccc2c(c1)OC(F)(F)O2	3	-4	10	-4	-9	-12	-12	-26
CC(C)(C)C(=O)Nc1ccc(Sc2ccc([N+](=O)[O-])cc2)cc1	20	-14	-2	-15	11	13	13	-8
CCOC(=O)c1ccc(NC(=O)CSc2nnc(CNC(=O)c3c(F)cccc3Cl)o2)cc1	9	9	-2	2	-3	33	-10	5
N=c1occ(C(=O)c2cc(F)ccc2O)cc1C(=O)NC1CCCCC1	-9	0	-3	-8	-10	-2	3	-2
Cc1cc(OCC(=O)NCc2ccncc2)ccc1Cl	16	11	8	5	-9	-3	13	-1
O=C(Nc1nnc(-c2ccc(F)cc2)o1)c1ccco1	-4	-28	16	-7	2	-2	-10	9
CC(=O)/C(C#N)=C1\NC(=O)C(Cc2ccc(C)c(C)c2)S1 (stereo unspecified)	2	i	7	-4	-10	2	-6	-3
CCOC(=O)c1ccoc1CN1CCN(S(=O)(=O)c2ccc(C)c(C)c2)CC1	-2	3	10	9	-4	9	-1	-7
O=C(NN=Cc1ccc2c(c1)OCO2)c1ccncc1	nt	nt	5	nt	-1	-3	3	nt
CNC(=O)CSc1nc2c(c(=O)n(C)c(=O)n2C)n1Cc1ccc(C)cc1	14	5	-5	0	1	8	1	19
O=C1COc2ccc(C(=O)COC(=O)c3ccccc3[N+](=O)[O-])cc2N1	9	6	5	1	-4	-11	2	-20
N=c1sccn1CC(=O)Nc1cccc2ccccc12	-10	9	-34	0	-22	-2	-4	17
COC(=O)c1ccc(COc2ccc(/C=C(\C#N)c3nc4ccccc4[nH]3)cc2OC)o1	0	9	11	-16	-1	-9	-9	-22
Cc1ccc(N2C(=O)CC(N3CCN/C3=C3\CC/C(=C\c4ccccc4)C3=O)C2=O)cc1 (stereo unspecified)	-5	-14	12	6	2	-10	-8	2
Cc1nn(Cc2ccccc2)c2c1C(c1cccnc1)C(C#N)=C(N)O2 (stereo unspecified)	-1	-5	7	8	-9	2	-10	1
O=C(CCc1nc2ccccc2c(=O)[nH]1)Nc1nnc(SCc2ccccc2)s1	5	-6	2	4	9	2	0	11

High-throughput results (PubChem BioAssay)
